Pf growth 48h: P. falciparum growth inhibition at 48 hours (one generation); Potency, µM (top dose mostly 28.7 µM), for inactives: at the highest dose activity change, negative = inhibition, actives largely listed as inhibitors; P. falciparum luciferase growth in erythrocytes, 48 h; hit rate 5.9% among 310,000; further: potency means the concentration at half of the fitted maximal effect; on the % scale 0 is the no-effect control and ±100 the full control effect
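Luciferase-expressing P. falciparum in infected erythrocytes (2% hematocrit, 0.1% parasitemia final) in RPMI 1640/0.5% Albumax were exposed to compound for 48 hours at 37 C, 5% CO2; growth read as luminescence.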
Pf growth 96h: P. falciparum growth inhibition at 96 hours | P. falciparum luciferase reporter growth, 96 h | Potency, µM (series often up to 28.7 µM), inactives show top-dose activity change, negative = inhibition, hits mostly inhibitors | hit rate 6.9% among 320,000 | AID 504834; further: potency means the concentration at half of the fitted maximal effect; on the % scale 0 is the no-effect control and ±100 the full control effect
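Plates of compound plus infected erythrocytes (2% hematocrit, 0.05% parasitemia final) incubate 96 hours, 37 C, 5% CO2. Detection reagent added; reduced luminescence from the parasites' luciferase reporter flags inhibition.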
Cycloheximide cs: counter-screen for Shiga toxin inhibitors: cycloheximide protein synthesis inhibition; cell reporter, cycloheximide protein synthesis inhibition counterscreen; hit rate 12% among 300,000; max response, %; in the data active means max response mostly above about 13%, no sharp cut-off; inactive means mostly below about 14%; further: read at 38.3 µM for the half of the compounds with a filed dose; 0% is about no effect
Shiga inhibitor: Shiga toxin inhibition; Vero cells, Shiga toxin protein synthesis inhibition reporter; hit rate 9.2% among 290,000; inhibition, % at 38.7 µM; in the data active means inhibition mostly above about 28%, no sharp cut-off; inactive means mostly below about 43%; further: 0% is about no effect
Sm TGR block: S. mansoni TGR enzyme inhibition; hit rate 3% among 360,000; purified TGR, DTNB reduction, TNB absorbance 405 nm; Potency, µM (top dose mostly 114 µM), for the others: top-dose activity change, negative = inhibition, most hits filed as inhibitors; Q962Y6; further: potency means the concentration at half of the fitted maximal effect; on the % scale 0 is the no-effect control and ±100 the full control effect; nearly all actives have a fitted effect of over 60% in size
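First, TGR (20 nM dispensed) and NADPH were mixed with compound. Second, a 15 min room-temperature incubation followed. Third, further NADPH and then DTNB were added to start the reaction. Finally, TNB absorbance was monitored kinetically.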
Giardia FBPA inh: inhibitors of Giardia lamblia fructose-1,6-bisphosphate aldolase; Potency, µM (doses to about 59.6 µM), for inactives: at the top dose activity, negative = inhibition, most hits filed as inhibitors; hit rate 0.71% among 290,000; AID 2451; purified Giardia FBPA; further: potency means the concentration at half of the fitted maximal effect; on the % scale 0 is the no-effect control and ±100 the full control effect; nearly all actives have a fitted effect of over 55% in size
Target sequence (A8B2U2 whole entry, looked up): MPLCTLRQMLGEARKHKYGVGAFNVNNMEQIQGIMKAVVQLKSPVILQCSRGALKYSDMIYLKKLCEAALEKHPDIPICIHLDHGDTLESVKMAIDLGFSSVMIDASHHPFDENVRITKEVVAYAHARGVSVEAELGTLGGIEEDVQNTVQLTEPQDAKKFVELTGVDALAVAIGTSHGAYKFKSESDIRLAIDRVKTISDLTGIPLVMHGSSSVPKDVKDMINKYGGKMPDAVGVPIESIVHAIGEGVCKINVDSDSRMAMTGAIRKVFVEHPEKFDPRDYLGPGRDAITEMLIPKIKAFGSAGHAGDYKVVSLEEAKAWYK
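Giardia FBPA (40 nM reagent) was preincubated 10 min at RT with compound (up to 57.5 uM final), then substrate plus GAPDH/TPI/NAD/arsenate coupling system with diaphorase/resazurin was added; resorufin fluorescence (525/598 nm) was read after 20 min.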
* = called active by the depositor; i = inactive; ? = inconclusive; . = no result given; [ ] = remark or other dose. Unless noted, the call rests on the fitted dose curve; in most records, active means well fitted curve in the direction sought with a large enough effect; inconclusive means small, poorly fitted or top-dose-only effect, or another doubt; inactive means no such curve, though single readings can be large; an effect the other way counts as inactive or inconclusive.

Every second line gives: Pf growth 48h, Pf growth 96h, Cycloheximide cs, Shiga inhibitor, Sm TGR block, Giardia FBPA inh
1	O=C1C(Oc2ccc(Cl)cc2)C(c2ccc3c(c2)OCO3)N1CC1CCCO1 (stereo not drawn)
  ?, 37%[activator], 4, -10, 18%, -17%
2	COc1ccc(NC(=O)CSc2nnc3c4c(nc(-c5ccccc5)n23)CC(C)(C)OC4)cc1
  -104%, ?, -2, -3, 1%, 0%
3	O=C(NCCc1ccccc1)C(=Cc1ccc(C(=O)O)cc1)C(=O)NCCc1ccccc1
  -36%, ?, -2, 26, -7%, 8%
4	Cc1cc(N2CCN(C)CC2)nc2ccc(NC(=O)CCC(=O)NCc3ccco3)cc12
  25%, ., -1, 16, 9%, 3%
5	O=C(Nc1cnc2ccccc2c1)N1CCOCC1
  120%[activator], 13%, 42*, 64*, -2%, 0%
6	Cc1cc(OCc2nn[nH]n2)c2c3c(c(=O)oc2c1)CCC3
  1%, -6%, -2, -7, -1%, -19%
7	CCOC(=O)C(=CNc1ccc(C(O)(C(=O)OCC)C(F)(F)F)cc1C)C(=O)OCC (stereo not drawn)
  ?, ?, -3, 2, -1%, -7%
8	COc1ccccc1-n1c(N)cc(=O)nc1SCC(=O)Nc1cc(C)on1
  ?, -28%, 11, -3, -2%, 6%
9	Cc1ccccc1C(=O)c1cccn1CC(=O)NC(C)c1ccccc1 (stereo not drawn)
  -2%, -17%, -2, 10, 1%, -6%
10	CSCC[C@H](NS(=O)(=O)c1ccc(C)cc1)C(=O)N1CCC(C(=O)N[C@@H](Cc2ccccc2)C(=O)O)CC1
  20%, ?, 2, -3, -1%, -6%
11	CC(=O)Nc1cccc(C(=O)OCC(=O)c2ccc3c(c2)OCO3)c1
  83%[activator], 290%[activator], ., ., -9%, .
12	COc1cccc(OCCNC(=O)c2cccc(OC)c2)c1
  20%, -29%, 7, 1, -3%, 4%
13	O=c1c2cc(N3CCOCC3)ccc2[nH]c(=S)n1CCCN1CCCCC1
  3%, 3%, -4, 2, -12%, -18%
14	CCN(CC)C(=O)c1cc2c(=O)c3cc(Cl)ccc3oc2nc1C
  52%[activator], 3%, 14, 14, ., -2%
15	O=C(CSc1ccc2nnc(-c3ccccn3)n2n1)NCc1ccco1
  -12%, 16%, -3, 2, 40µM*, -21%
16	NC(=O)CC(NC(=O)c1ccc(Br)cc1)c1ccc(N2CCN(c3ccc(F)cc3)CC2)c([N+](=O)[O-])c1 (stereo not drawn)
  -4%, 28%, -3, -3, 15%, 1%
17	O=C(CCNC(=O)c1ccc(Br)cc1)NNC(=O)c1ccccc1O
  14%, 0%, ., ., 3%, .
18	COc1cc2c(C(=O)NC3CCCCCC3)cn(C)c(=O)c2cc1OC
  60%[activator], -14%, 7, -18, 6%, 3%
19	CCN(CC(=O)Nc1cc(Cl)ccc1C)C(=O)COc1cccc2c1OC(C)(C)C2
  ?, -12%, -2, -15, -7%, 14%
20	CC(c1ccccc1)C1CC(=O)N(c2ccc([N+](=O)[O-])cc2)C1=O (stereo not drawn)
  15%, 17%, -1, -13, ?, 0%
21	c1ccc(OCC2CO2)cc1 (stereo not drawn)
  14%, 39%[activator], ., ., -15%, .
22	CCCCN1CNC(=S)N(c2ccc(C(=O)OCC)cc2)C1
  14%, 0%, -1, -11, 1%, -3%
23	CCOc1ccc(S(=O)(=O)NCCC(=O)NCC(c2cccs2)N(C)C)cc1 (stereo not drawn)
  -5%, ?, ., ., -17%, .
24	Cc1ccn2c(C(=O)CSc3ccc(Cl)cc3)c(C)nc2c1
  ?, ?, -1, -3, -3%, 0%
25	Cc1c[n+](CC(=O)c2ccccc2)c(C)cn1
  5%, ?, 6, 13, -22%, -14%
26	COc1ccccc1N(C)S(=O)(=O)c1ccc(C(=O)Nc2ccc(N3CCOCC3)cc2)cc1
  0%, 0%, -4, -7, 7%, -8%
27	Cn1c(SCc2ccc(Br)cc2)nnc1-c1ccncc1
  -15%, ., -2, -2, -6%, -2%
28	N#Cc1cccc(-n2c(-c3ccccc3)nnc2-c2ccccc2)c1C#N
  5.2µM*, ., 19*, 24, 11%, -9%
29	CCn1c(=O)c(C(=O)NC(C)c2ccccc2)c(O)c2ccccc21 (stereo not drawn)
  9%, ?, 0, -8, 14%, 2%
30	Cc1ccc(OCC(=O)N/N=C/c2cccnc2)cc1C
  -25%, 9%, 4, -11, -2%, -9%
31	CCCNC(=S)N1CCN(c2nc(-c3cccc(OC)c3)cs2)CC1
  ?, ?, 13*, 11, 3%, ?
32	CC(C)(C)c1ccc(C(=O)Nn2c(CCC(=O)O)ccc2-c2cccs2)cc1
  15%, ., 6, -20, 50µM*, 13%
33	COC(=O)N1CCCc2cc(C)ccc21
  15%, 49%[activator], -2, -7, 33%, 0%
34	COc1ccc(/C=C2\SC(=S)N(CC(=O)NC3C=CS(=O)(=O)C3)C2=O)cc1 (stereo not drawn)
  14%, 0%, 10, -14, -15%, 3%
35	Cc1cc(C)c(C)c(S(=O)(=O)N[C@@H](C)C(=O)OCc2cc(=O)n3cc(Br)ccc3n2)c1C
  7%, 25%, 0, -3, 5%, -4%
36	Cc1ccc(OC(=O)COc2ccccc2C)c(-n2nc3ccccc3n2)c1
  i, -6%, 43*, 69*, -27%, 1%
37	O=C(c1cccnc1)N1CCc2ccccc21
  -6%, -10%, -2, -13, 3%, -3%
38	CCc1cc2c(=O)n(-c3ccccc3)cnc2s1
  25%, 8%, 53*, 105*, -2%, 9%
39	CCSc1nnc(NC(=O)CSc2nnc(-c3c[nH]c4ccccc34)n2CC)s1
  ?, ?, -1, 6, 3%, 0%
40	O=C(CSc1nc2[nH]ncc2c(=O)[nH]1)NCc1ccc(F)cc1
  5%, 23%, 2, -5, 1%, -9%
41	COC(C[C@H]1O[C@H]1[C@H](O)COCc1ccccc1)OC
  41%[activator], 36%[activator], -3, -6, 5%, 2%
42	COc1cc(C(=O)N(C)CC2CCN(CCc3cccc(C(F)(F)F)c3)CC2)ccc1C
  ?, ?, -1, -17, -22%, 6%
43	O=C1CN(C(=O)CSc2nnnn2-c2ccc(Cl)cc2)c2ccccc2N1
  4.7µM*, 54%[activator], 1, 10, 0%, -3%
44	CC1c2[nH]c3ccccc3c2CCN1C(=O)Nc1ccccc1 (stereo not drawn)
  ?, 3%, -2, 2, 8%, -2%
45	Cc1c(-c2ccccc2)oc2c(C(=O)OCC(=O)Nc3cccc(F)c3)cccc2c1=O
  -6%, 0%, 5, 8, 4%, -1%

Results in sequence from above:
Nos. 33–36 in Shiga inhibitor, in turn: -7, -14, -3, 69*
Nos. 33–36 in Cycloheximide cs, in turn: -2, 10, 0, 43*

Later entries.
Every second line gives: Pf growth 48h, Pf growth 96h, Cycloheximide cs, Shiga inhibitor, Sm TGR block, Giardia FBPA inh
46	CCN(Cc1ccncc1)C(=O)c1cccs1
  ., -30%, -1, -2, 0%[11.4 µM], -3%
47	COc1ccc(-n2c(C)cc(/C=C3\C(=N)N4N=C(CC(=O)N5CCOCC5)SC4=NC3=O)c2C)cc1
  13µM*, 13µM*, -1, -3, 0%, .
48	C/C(=C\c1ccccc1)CN1CCN(C(C)C)C(CCO)C1 (stereo not drawn)
  -3%, ?, -3, 0, ?, 13%
49	CCOC(=O)CNC(=O)CNC(=O)c1ccc(OC)cc1
  0%, 1%, -1, 25, -2%, 4%
50	C[C@@]12C(=O)N(c3cccc(Cl)c3)C(=O)N1[C@H](c1ccc(Cl)cc1)[C@@H]1C(=O)N(C3CCCCC3)C(=O)[C@@H]12
  ?, ?, ., ., -1%, .
51	CN1/C(=C\C(=O)CSc2nncn2C)C(C)(C)c2ccccc21
  19%, -16%, 3, -3, 5%, 2%
52	CCc1ccccc1NC(=O)CNC(=O)c1cccc(S(=O)(=O)N2CCN(Cc3ccccc3)CC2)c1
  ?, -19%, ., ., 0%, .
53	COc1cccc(NC(=O)CN2C(=O)NC(C)(CC(C)C)C2=O)c1 (stereo not drawn)
  -29%, 24%, 1, -21, 11%, 4%
54	Cc1ccc(NS(=O)(=O)c2ccc(Br)s2)cc1S(=O)(=O)N1CCOCC1
  -16%, 42%[activator], 5, 13, 22%, 15%
55	O=C(Nc1cccc(C(F)(F)F)c1)c1cccnc1NCCc1ccccc1
  ?, 4%, 10, 23, -12%, -4%
56	Cc1cccc2nc(CSc3nnc4ccccn34)cn12
  219%[activator], 282%[activator], 36*, 59*, -1%, -16%
57	CCOc1ccc(S(=O)(=O)N2CCC(C(=O)OC(C)C(=O)N3CCOCC3)CC2)cc1 (stereo not drawn)
  -14%, -16%, ., ., -13%, .
58	Cc1ccc(/C=N/N=C2/NC(=O)C(CC(=O)N3CCOCC3)S2)cc1 (stereo not drawn)
  -6%, -34%, -1, 16, 6%, -4%
59	COCCCn1c(=O)c2ccccc2c2ccccc2c1=O
  10%, -23%, -2, -7, 1%, -8%
60	Cc1nc(SCC(=O)c2ccccc2)c([N+](=O)[O-])[nH]1
  22%, ?, -1, -5, -2%, -11%
61	Cc1ccc(NS(=O)(=O)c2ccc(NC(=O)c3cccc(NC(=O)C(C)C)c3)cc2)cc1
  17%, 1.7µM*, -2, -2, 0%, 3%
62	COc1cccc(C(=O)c2c[nH]c(C(=O)NCc3cccs3)c2)c1
  -11%, ?, 16*, 11, 1%, 11%
63	O=C(Nc1nccs1)C1CCN(S(=O)(=O)c2ccc(F)cc2)CC1
  -10%, ?, -2, -5, -26%, .
64	CN1CCN(C(=O)CCc2nc3ccccc3n2-c2ccccc2)CC1
  17%, 34%[activator], -3, -7, -8%, 8%
65	CCCCNC(=O)CCC(=O)N1CCN(C(c2ccccc2)c2ccccc2)CC1
  -25%, ?, -3, -13, -10%, -10%
66	Cc1c(C(=O)Nc2nc3ccccc3[nH]2)oc2ccccc12
  -31%, -70%, 47*, 100*, -1%, 9%
67	CCCCOc1ccc(C(=O)NCC(=O)NCCOc2ccccc2)cc1
  6%, 18%, ., ., 7%, .
68	COc1ccc(-n2c(-c3ccc(Br)cc3)c[n+]3c2CCc2ccccc2-3)cc1
  1.9µM*, 0.47µM*, 14*, 1, 2%, 7%
69	O=c1cc(N2CCc3ccccc32)[nH]c(=O)n1-c1ccc(Cl)cc1
  7%, -15%, -5, -1, -1%, -9%
70	CC(C)(C)c1ccc(OCCOc2ccc(C(C)(C)C)cc2NC=O)c(NC=O)c1
  10µM*, 2.6µM*, 5, -4, 8%, -11%
71	COc1ccc(C(=O)NC(=S)N2CCCC2)cc1
  25%, 13µM*, -4, -16, -7%, .
72	O=C(O)C1C2C=CC(O2)C1C(=O)NCc1ccc(Cl)cc1 (stereo not drawn)
  24%, ., 4, -4, 5%, 3%
73	Cc1cc(C)c2c3c(oc2n1)C(=O)N(c1cccc(Cl)c1)CC(=O)N3
  7%, -3%, -1, -8, 10%, 3%

Part of the list above, showing only Pf growth 96h and Cycloheximide cs:
nr | molecule | Pf growth 96h | Cycloheximide cs
66 | Cc1c(C(=O)Nc2nc3ccccc3[nH]2)oc2ccccc12 | -70% | 47*
71 | COc1ccc(C(=O)NC(=S)N2CCCC2)cc1 | 13µM* | -4
65 | CCCCNC(=O)CCC(=O)N1CCN(C(c2ccccc2)c2ccccc2)CC1 | ? | -3

High-throughput results deposited in PubChem BioAssay by National Center for Advancing Translational Sciences (NCATS).

Rows are unselected; about 24% have a hit in one of these screens.
